# Screening results from PubChem BioAssay.
# GALK inhibitor: inhibitors of human galactokinase; P51570; Purified GALK, Kinase-Glo residual ATP luminescence; Potency, µM (series often up to 57.5 µM), for the others: top-dose activity change, negative = inhibition, most hits filed as inhibitors; hit rate 0.007% among 270,000; AID 1868; note: potency is the fitted concentration of half-maximal effect; % is set by controls: 0 for no effect and ±100 for the full control effect
#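 Quantitative HTS: GALK 5 nM, ATP 35 uM, galactose 100 uM, 1 h room temperature, then luciferase-based ATP detection.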
# hERG WT inh: inhibitors of human wildtype KCNH2 potassium channel; activity change, % at 1.84 µM; hit rate 0.37% among 340,000; Q12809; U2OS, BacMam KCNH2, thallium flux FluxOr; hits give low values;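 active = maximum activity change below -70%; inconclusive = maximum activity change between -70% and -50%; inactive = maximum activity change above -50%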; note: % is set by controls: 0 for no effect and ±100 for the full control effect
#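 U2OS cells were transduced with wild-type KCNH2 virus (2.03 x 10^8 / mL) for 4 h at room temperature, then cultured overnight at 37 C. Thallium flux was read with FluxOr dye. Rate constants were normalized to DMSO controls.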
# Eya2 inh: inhibitors of human Eya2 phosphatase activity. O00167. recombinant Eya2, OMFP fluorescence dephosphorylation (OMFP is methylfluorescein phosphate). Potency, µM (doses to about 76.9 µM), without a hit: at the highest dose activity, negative = inhibition, usual class: inhibitors. hit rate 0.006% among 330,000. AID 488837; note: potency is the fitted concentration of half-maximal effect; % is set by controls: 0 for no effect and ±100 for the full control effect
#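 Eya2 protein (added as 0.2 uM solution) was preincubated with compound for 10 min at ambient temperature in 50 mM HEPES pH 7.5, 50 mM NaCl, 5 uM MgCl2, 0.05% BSA, 1 mM DTT. OMFP (added at 50 uM) then reacted 10 min; fluorescence read at 485/525 nm.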
# Mito fusion act: blocks mitochondrial division or promotes mitochondrial fusion; S. cerevisiae fusion-defective mutant growth rescue, CellTiterGlo 48 h; Potency, µM (highest dose often 46.1 µM), inactives show at the top dose growth rescue (activation), actives largely listed as activators; hit rate 0.23% among 320,000;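 note: potency is the fitted concentration of half-maximal effect; % of control where 0% means no effect; nearly all actives have a fitted effect of over 45% in size; temperature-sensitive fusion mutants such as fzo1-1 at 37 °C on non-fermentable ethanol glycerol medium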
#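 Compounds are tested for their ability to restore growth of mitochondrial fusion-defective yeast strains at non-permissive 37C in YPEG medium over 48 hours. Viability is quantified by luciferase luminescence.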
# ASM inhibitor: blocks human secretory acid sphingomyelinase. placental ASM, HMU-PC fluorogenic substrate, 60 min. Potency, µM (top dose mostly 57.5 µM), without a hit: top-dose activity change, negative = inhibition, most hits filed as inhibitors. hit rate 0.006% among 340,000. AID 504937; note: potency is the fitted concentration of half-maximal effect
#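 Steps: dispense placental human ASM, pin compound, wait 10 min at room temperature, add HMU-PC0 substrate at 9 uM final, incubate 60 min at 37 °C, add stop solution raising pH to 10, read fluorescence.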
# BCR signal inh: inhibitors of chronic active B-cell receptor signaling; Potency, µM (series often up to 46.1 µM), inactives show at the highest dose ratio change, negative = lower green/red ratio, hits mostly inhibitors; ABC-DLBCL IkBa-CBG/CBR reporter, luminescence ratio, 4 h; AID 493014; hit rate 0.05% among 340,000; active = well fitted inhibition curve with a large enough effect in the signal ratio, with a control signal flat, not every such curve was filed as active; inconclusive = small, poorly fitted or top-dose-only effect, or effect the other way, or a change in a side signal; the % refers to the signal ratio;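 note: potency is the fitted concentration of half-maximal effect; plate controls were basal doxycycline-induced cells for no effect and cells given 10 µM MG132 for full effect; MG132 reads +100%, hits lower the ratio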
#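 Doxycycline induced both beetle luciferases in TMD8 lymphoma cells; IKK-driven degradation limits the IkappaBalpha-fused green signal, while red luminescence normalises for cell number and nonspecific effects. Compounds tested up to 46 uM, 4 hrs.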
# TSHR antag: blocks TSH signaling through the human TSH receptor | P16473 | TSHR-expressing cells, TSH-stimulated cAMP HTRF, 2 h; hits give low values | activity change, negative = inhibition, % at 11.5 µM | hit rate 0.2% among 330,000;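 active = activity change below a set negative limit, meaning inhibition stronger than a set level, cut at about -70% in these data; inconclusive = activity change between two set negative limits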; note: % is set by controls: 0 for no effect and ±100 for the full control effect
#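 Antagonism was scored as loss of TSH-driven cAMP in TSHR cells, stimulated with 4nM TSH (EC80) for 2 hours at 37 deg C and detected by homogeneous HTRF competition immunoassay.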
# Menin MLL FP TR: menin-MLL binding inhibition, Texas Red mutant peptide; hit rate 0.23% among 270,000; Menin + Texas Red MLL mutant peptide, fluorescence polarization; AID 1768; O00255; Potency, µM (series often up to 61.6 µM), without a hit: top-dose FP activity change, negative = inhibition, hits mostly inhibitors; active = well fitted inhibition curve with a large enough effect in the polarisation, with a control signal flat, not every such curve was filed as active; inconclusive = small, poorly fitted or top-dose-only effect, or effect the other way, or a change in a side signal; inactive = no such curve, though single readings can be large or run the other way; the % refers to the polarisation; note: potency is the fitted concentration of half-maximal effect; % of control where 0% means no effect; many of its hits are not listed in these tables
# PKM2 act: PKM2 (human) enzyme activation; hit rate 0.34% among 260,000; P14618; Potency, µM (titrated, usually from 57.5 µM), inactives show top-dose activation, actives largely listed as activators; purified PKM2, Kinase-Glo ATP luminescence, activation; response scale: 0% is enzyme alone, no compound; note: potency is the fitted concentration of half-maximal effect; % is set by controls: 0 for no effect and ±100 for the full control effect; nearly all actives have a fitted effect of over 55% in size
# Target sequence (P14618 whole entry, looked up): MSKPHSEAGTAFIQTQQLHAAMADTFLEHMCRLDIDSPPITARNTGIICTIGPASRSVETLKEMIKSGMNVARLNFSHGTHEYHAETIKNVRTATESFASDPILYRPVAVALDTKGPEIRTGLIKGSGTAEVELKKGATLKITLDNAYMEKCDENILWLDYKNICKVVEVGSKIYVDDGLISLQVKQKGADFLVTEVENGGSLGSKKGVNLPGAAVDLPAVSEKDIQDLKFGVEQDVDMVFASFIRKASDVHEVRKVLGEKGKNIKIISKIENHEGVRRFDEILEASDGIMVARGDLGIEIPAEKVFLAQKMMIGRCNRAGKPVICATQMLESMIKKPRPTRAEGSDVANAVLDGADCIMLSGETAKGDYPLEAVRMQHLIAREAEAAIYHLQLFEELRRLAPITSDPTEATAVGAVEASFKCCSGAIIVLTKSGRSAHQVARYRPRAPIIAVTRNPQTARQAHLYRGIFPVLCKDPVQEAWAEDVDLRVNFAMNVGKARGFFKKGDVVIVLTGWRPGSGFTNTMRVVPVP
#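 Purified hPK-M2 (>95%) run at intermediate activity with 0.1 mM ADP and 0.5 mM PEP in 50 mM imidazole pH 7.2, KCl, MgCl2; 1 h room temperature. ATP formed read by Kinase-Glo luminescence; normalized to uninhibited and no-enzyme controls.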
# USP2a block: USP2a (human) protease inhibition. O75604. USP2 core, Ub-CHOP2 coupled fluorogenic reporter, 485/531. Potency, µM (doses to about 38.3 µM), inactives show at the top dose activity change, negative = inhibition, actives largely listed as inhibitors. hit rate 0.01% among 330,000. AID 463254;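 note: potency is the fitted concentration of half-maximal effect; plate controls were DMSO wells for no effect and full inhibition by NEM control for full effect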
#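 USP2 core (10nM final) preincubated 30min RT with compound in 20mM Tris-HCl pH 8.0, 2mM CaCl2, 2mM beta-mercaptoethanol, 0.05% CHAPS; 25nM Ub-CHOP2 plus 25nM reporter substrate added, fluorescence (Ex485/Em531) read after 60min.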
# MBNL1 CUG block: blocks human MBNL1 binding to CUG repeat RNA; Q9NR56; TR-FRET MBNL1-His/biotin-(CUG)12 binding, 665/545 ratio; Potency, µM (highest dose often 57.5 µM), for the others: top-dose activity change, negative = inhibition, usual class: inhibitors; hit rate 0.036% among 280,000; active = well fitted inhibition curve with a large enough effect in the signal ratio, with a control signal flat, not every such curve was filed as active; inconclusive = small, poorly fitted or top-dose-only effect, or effect the other way, or a change in a side signal; inactive = no such curve, though single readings can be large or run the other way; the % refers to the signal ratio; note: potency is the fitted concentration of half-maximal effect; % is set by controls: 0 for no effect and ±100 for the full control effect
# Target sequence (Q9NR56 whole entry, looked up): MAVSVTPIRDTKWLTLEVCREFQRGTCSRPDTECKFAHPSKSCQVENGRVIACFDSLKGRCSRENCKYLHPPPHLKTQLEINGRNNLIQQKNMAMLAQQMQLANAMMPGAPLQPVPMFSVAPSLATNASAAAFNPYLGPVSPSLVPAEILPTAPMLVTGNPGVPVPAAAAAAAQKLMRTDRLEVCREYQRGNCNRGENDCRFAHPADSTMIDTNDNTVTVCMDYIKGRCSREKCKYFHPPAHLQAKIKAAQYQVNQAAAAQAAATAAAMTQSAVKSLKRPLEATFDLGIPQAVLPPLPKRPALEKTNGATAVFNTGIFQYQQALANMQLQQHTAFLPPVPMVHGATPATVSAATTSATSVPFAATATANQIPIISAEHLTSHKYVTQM
#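 TR-FRET between His-tagged MBNL1 and biotin-(CUG)12 RNA, detected with Tb anti-His antibody (0.055 ng/ul) and streptavidin-XL665 (5 nM), 60 min at room temperature. Compounds titrated 92 nM to 58 uM; 665/545 nm ratio normalized to buffer and complex controls.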
# An asterisk follows results filed as active; ? = inconclusive; / = no result given; [ ] = another dose, or the depositor's remark. Unless noted, calls come from the whole dose curve; as a rule, active = well fitted curve in the direction sought with a large enough effect; inconclusive = small, poorly fitted or top-dose-only effect, or another doubt; inactive = no such curve, though single readings can be large; an effect the other way counts as inactive or inconclusive.
SMILES,GALK inhibitor,hERG WT inh,Eya2 inh,Mito fusion act,ASM inhibitor,BCR signal inh,TSHR antag,Menin MLL FP TR,PKM2 act,USP2a block,MBNL1 CUG block
CCOc1cc(NC(=S)NCC(C)C)c(OCC)cc1NC(=O)c1ccco1,-2.0%,7.3,-6.4%,0.2%,23.6%,3.3%,-12.3,0.8%,-10.9%,1.3%,7.8%
Nc1c(CO)nnn1-c1ccccc1,2.3%,-5.9,5.1%,-2.3%,3.7%,-2.6%,-6.9,-0.7%,-1.2%,4.6%,-19.5%
Cc1ccc(NC(=O)CN(C)C(=O)c2ccc(C(F)(F)F)cc2)cc1,-1.8%,-15.9,3.2%,-3.6%,-2.6%,5.1%,-1.9,-0.2%,1.3%,-0.6%,0.3%
Oc1ccc(Br)cc1CN1CCCCCCC1,-0.1%,-4.2,-31.7%,0.2%,5.7%,4.2%,0.2,0.1%,-8.5%,0.0%,-1.9%
CC(=O)c1ccc(N2CCN(S(=O)(=O)c3ccc(-c4cc(C)no4)s3)CC2)cc1,3.1%,-1.2,9.5%,8.5%,4.7%,-12.1%,-1.1,17.7%,/,1.6%,5.6%
O=C1CCC(C(=O)OCc2nnc(-c3ccccc3)o2)=NN1,/,18.6,13.6%,1.3%,3.3%,-0.5%,6.5,/,/,-2.4%,/
N#C/C(=C\c1c[nH]c2ccc(Br)cc12)c1ccccn1,-4.5%,10.4,-20.4%,6.5%,-1.9%,5.6%,-0.1,?,/,2.8%,0.7%
O=Cc1cccn1Cc1ccc(Cl)cc1Cl,0.9%,0.9,8.0%,-2.3%,-6.4%,10.7%,-22.4,1.3%,4.4%,4.3%,-5.6%
CCCCOC(=O)c1ccc(NC(=O)c2cc(Cl)ccc2OC)cc1,2.2%,-5.3,13.1%,25.2%,-8.2%,-4.3%,3.4,16.7%,-3.4%,2.8%,0.7%
C[C@@H](C(=O)NNC(=O)c1ccc(Cl)cc1)N1C(=O)C2CC=CCC2C1=O (stereo partly specified),/,-2.0,6.9%,/,6.9%,5.8%,-4.5,/,/,1.1%,/
CN(C)/C=C/C(=O)c1ccccc1,/,4.0,-1.5%,1.1%,3.8%,?,26.5,/,-15.2%,-2.4%,-10.8%
Cc1ccc2cc(C#N)c(NCCCNC(=O)C3CCCO3)nc2c1 (stereo unspecified),0.6%,-2.4,-8.2%,-2.1%,/,3.4%,14.9,?,9.7%,1.2%,20.2%
COc1ccc(S(=O)(=O)N2CCCN(S(=O)(=O)c3ccc(OC)c(C)c3)CC2)cc1C,-2.5%,-8.8,-1.3%,5.2%,2.9%,?,4.1,1.0%,0.7%,-9.0%,2.1%
NC(=S)NNc1c(F)c(F)c(F)c(F)c1F,0.0%,3.8,7.7%,12.1%,2.1%,?,6.3,13.4%,-1.4%,3.2%,-1.3%
O=C1CN(C(=S)NC(=O)c2ccccc2[N+](=O)[O-])CCN1,3.9%,4.5,1.0%,-0.9%,-1.4%,5.3%,11.2,-1.8%,-0.6%,6.1%,11.4%
Cc1[nH]cnc1C(=O)N/N=C/c1ccc([N+](=O)[O-])s1,-7.4%,1.2,2.4%,10.7%,-0.4%,?,-3.1,-0.2%,/,2.4%,?
CCOC(=O)C1(Cc2cccc(OC)c2)CCN(Cc2cccc(OCC)c2O)CC1,-0.7%,16.5,-3.5%,7.3%,-0.7%,-8.1%,-7.7,-14.3%,0.9%,2.0%,-0.2%
COc1cc(NC(=O)C2CCCN(S(=O)(=O)c3cccc4nsnc34)C2)cc(OC)c1 (stereo unspecified),2.7%,-3.9,-6.2%,4.0%,-6.8%,-11.8%,-11.1,7.5%,23.4%,-0.9%,?
CCN1CCN(c2ccc(NC(=O)c3ccc(OC)c(S(=O)(=O)N4CCCC4)c3)cc2)CC1,/,-5.0,-0.2%,-4.0%,3.2%,?,17.9,/,/,-0.3%,/
O=C1OCC(c2ccc(Cl)s2)=C1c1ccccc1[N+](=O)[O-],1.3%,17.4,-4.3%,25.6%,-0.7%,3.1%,-6.2,17.0%,/,-2.2%,?
O=C(COc1ccc(Cl)cc1Cl)NNC(=S)Nc1ccc(F)cc1,-1.0%,-0.1,-1.1%,-3.0%,-2.4%,5.8%,-10.3,33.9%[activator],2.7%,-0.6%,-3.2%
COc1ccc(C(=O)Nc2ccc(F)cc2F)cc1,0.0%,-39.0,21.5%,0.6%,0.4%,?,13.8,/,-27.9%,1.3%,-5.9%
COc1ccc(C(NC(C)=O)c2cc(Cl)c3cccnc3c2O)cc1OC (stereo unspecified),-1.4%,-7.0,-0.7%,3.6%,-2.9%,4.2%,7.8,?,-3.0%,-0.3%,0.6%
Cc1cccc(C(=O)NNC(=O)C2CCN(C(=O)OC(C)(C)C)CC2)c1,0.9%,-2.5,9.9%,-2.9%,-0.2%,3.1%,-6.4,4.3%,4.7%[0.46 µM],0.6%,3.2%
O=C(O)CNC(=O)CCn1nnc2ccccc2c1=O,-0.1%,8.2,3.9%,-1.1%,1.4%,-0.1%,-2.0,/,1.0%,8.8%,-1.5%
CC[C@@H]1C(c2ccc(F)cc2)=NN(c2ccc(Br)cc2)[C@H]1C(=O)N1CCOC1=O,/,1.2,-5.1%,/,399.7%[activator],10.1%,13.4,?,/,-8.5%,/
O=C(NNC(=O)c1ccccc1F)c1ccc(Cl)c(S(=O)(=O)N2CCOCC2)c1,/,-0.1,24.9%,-4.2%,1.2%,-3.9%,-3.1,/,/,-0.6%,/
CCCc1noc2c1/C(=N\O)CC(c1ccccc1)C2 (stereo unspecified),-1.3%,3.8,-9.6%,2.4%,-7.2%,?,-40.6,-4.2%,-0.3%,-1.6%,9.4%
COc1ccc(C(=O)NC(=S)NNC(=O)CCc2ccccc2)cc1,1.4%,-31.8,-1.0%,-2.1%,-3.2%,-7.9%,7.9,/,1.8%,1.6%,-2.7%
OC(c1ccc(Cl)cc1)c1nnc(-c2ccccc2)o1 (stereo unspecified),6.8%,13.3,10.4%,-1.1%,2.0%,-0.8%,0.9,-2.4%,-0.1%,-0.4%,6.5%
O=C(NCc1ccncc1)Nc1cc(Cl)ccc1Cl,10.1%,-13.3,-6.5%,3.5%,2.1%,?,1.1,9.4%,-13.6%,0.1%,-4.0%
CCc1nnc(NS(=O)(=O)c2ccc(NC(=S)NC(=O)/C=C/c3cccs3)cc2)s1,-10.9%,1.0,8.5%,4.0%,-10.7%,?,-21.5,?,-0.4%,1.8%,13.6%
C=CCNCCCCOc1cccc(Br)c1,2.9%,13.2,-5.3%,4.7%,-1.0%,0.2%,38.9,-27.6%,-4.2%,-4.3%,-6.8%
CCCOc1nc(N)c(C#N)c(-c2ccccc2F)c1C#N,-1.9%,-0.8,5.4%,10.0%,-1.4%,17.6%,-23.4,-0.4%,2.7%,1.7%,-0.4%
CCCCn1c(N)c(N(CC(C)C)C(=O)CC2OC(=O)c3ccccc32)c(=O)[nH]c1=O (stereo unspecified),/,0.0,-5.8%,2.6%,1.3%,4.8%,-9.9,/,/,-3.3%,/
Cc1[nH]c2ccccc2c1CCO,3.2%,-10.5,0.6%,-2.0%,3.6%,0.3%,-0.9,-25.1%,-15.9%,1.8%,-2.8%
O=C(NCc1ccc(F)cc1)c1cccc2c1C(=O)N(Cc1cccnc1)C2,1.3%,-3.9,1.6%,-2.1%,6.3%,?,-10.7,-13.8%,4.5%,-2.0%,-6.1%
Cc1c(NC(=S)N/N=C/C=C/c2ccc([N+](=O)[O-])cc2)c(=O)n(-c2ccccc2)n1C,1.2%,7.6,-2.1%,-3.1%,-11.7%,-0.6%,16.7,-5.2%,3.4%,1.9%,?
COCCC(=O)N1CCC(Oc2ccc(C(=O)NC3CCCCC3)cc2)CC1,-1.7%,1.1,11.2%,2.4%,7.1%,-0.2%,-5.0,2.8%,-1.4%,0.5%,0.3%

# An excerpt, so the mix of outcomes need not match the whole.
